Statin myotox sup: suppressors of simvastatin-induced myotoxicity in C2C12 myotubes; ATP luminescence, 48 h; scaled: DMSO 0, geranylgeraniol control 100; rescue of ATP level, % at 7.49 µM; 0.78% of 330,000 active; AID 602340;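 active = mean ATP rescue above about 67%, or every replicate alone reaching that limit, limit read from the data, passing the limit was not always enough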;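 note: myotubes were challenged with 10 µM simvastatin during compound exposure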
S100A4 inh HTS: S100A4-myosin IIA interaction inhibition. P26447. S100A4/TAMRA-MyoIIA peptide fluorescence polarization. inhibition, % at 10.7 µM. 0.14% of 360,000 active;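 active = mean inhibition of at least 70% across replicates, with every replicate also reaching that level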
Target sequence (P26447 whole entry, looked up): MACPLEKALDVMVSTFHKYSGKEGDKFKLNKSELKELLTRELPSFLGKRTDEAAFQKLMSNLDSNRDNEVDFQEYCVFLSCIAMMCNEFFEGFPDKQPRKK
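Test system: S100A4 monomer protein. Medium: HEPES buffer with Ca2+, pH 7.2. Reagent: fluorescent myosin IIA peptide, 5 nM. Compound dosing: single-point compound testing. Timing: 5 min between mix addition and reading. Benchmarks: DMSO neutral and TFP positive wells.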
FN deposition inh: fibronectin deposition inhibition; AID 743247; 0.086% of 350,000 active; inhibition, % at 12.6 µM; AH1F fibroblasts, Alexa488-fibronectin deposition fluorescence, overnight;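 active = mean inhibition across replicates of 30% or more, regardless of how many single replicates reach that level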;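 note: positive control wells lacked labelled fibronectin entirely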
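Assay system: AH1F fibroblasts assembling fluorescent fibronectin matrix; Amount: 10000 AH1F cells per well; Buffer or medium: DMEM, 2% serum; Probe or stimulus: Alexa488-fibronectin, 24 nM final in well; Doses: single compound dose, delivered by pin transfer; Incubation: 1 h adhesion, overnight exposure; Measured by: fluorescence 485/525 nm; Read-out: fibronectin deposition inhibition.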
LGR2 antag: inhibitors of bursicon-induced Drosophila LGR2 receptor cAMP signaling | HEK293 LGR2, CRE-luciferase, bursicon-stimulated, 4 h | inhibition, % at 9.99 µM | 0.35% of 380,000 active | AID 720647;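 active = drop in luminescence signal, shown as inhibition above about 50% in the replicate tests, limit read from the data, passing the limit was not always enough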;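 note: agonist challenge used bursicon conditioned medium at about half maximal strength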
CASP6 VEID inh: inhibitors of human caspase-6; P55212; purified caspase-6, Z-VEID-R110 cleavage fluorescence; inhibition, % at 12.5 µM; 0.53% of 350,000 active;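 active = mean inhibition across replicates at least about 35%, with every replicate also reaching that limit, limit read from the data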;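 note: 0% = median of neutral control wells and 100% = no fluorescence left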
Target sequence (P55212 24-179 limits assumed): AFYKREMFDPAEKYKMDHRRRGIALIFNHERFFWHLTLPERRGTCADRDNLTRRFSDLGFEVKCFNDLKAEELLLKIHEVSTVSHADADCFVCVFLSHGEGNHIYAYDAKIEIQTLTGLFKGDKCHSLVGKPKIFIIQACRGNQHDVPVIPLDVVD
Target sequence (P55212 194-293 limits assumed): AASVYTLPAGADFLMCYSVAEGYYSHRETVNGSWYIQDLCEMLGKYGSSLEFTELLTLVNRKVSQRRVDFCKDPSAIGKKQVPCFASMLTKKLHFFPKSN
SIRT5 inh: sirtuin-5 (human) deacylase inhibition | Q9NXA8 | Purified SirT5, succinyl-peptide AMC, trypsin-coupled fluorescence | inhibition, % at 15 µM | 1.1% of 330,000 active; in the data active = inhibition above about 15%
Target sequence (Q9NXA8 whole entry, looked up): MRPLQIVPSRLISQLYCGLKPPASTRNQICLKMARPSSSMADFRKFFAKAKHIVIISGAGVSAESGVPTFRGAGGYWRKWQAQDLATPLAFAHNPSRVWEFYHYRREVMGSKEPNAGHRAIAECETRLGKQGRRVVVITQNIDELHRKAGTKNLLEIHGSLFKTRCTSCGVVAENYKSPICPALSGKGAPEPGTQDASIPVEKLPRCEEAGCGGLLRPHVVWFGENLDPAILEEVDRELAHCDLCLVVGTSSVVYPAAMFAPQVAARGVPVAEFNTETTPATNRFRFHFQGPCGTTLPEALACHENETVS
esBAF inh: inhibitors of esBAF chromatin remodeling in mouse ES cells. reporter increase, % at 12.5 µM. AID 602393. 2% of 350,000 active. Bmi1-luciferase knock-in reporter, 24 h; 100% = twice the neutral-well signal; in the data active = activation above about 40%;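 note: 0% = median of the plate's neutral control wells and 100% = double that signal; a rise in the Bmi1 reporter signal indicates esBAF inhibition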
Active calls of the source: *; . = no result given; & = joins results of further samples.

| SMILES | S100A4 inh HTS | esBAF inh | FN deposition inh | Statin myotox sup | CASP6 VEID inh | SIRT5 inh | LGR2 antag |
| --- | --- | --- | --- | --- | --- | --- | --- |
| CN(c1ccccc1)S(=O)(=O)c1ccc(Cl)c(C(=O)OCC(N)=O)c1 | 12.0 | 2.9 | 2.4 | 1.7 | -0.6 | -1.4 | -22.2 |
| Cc1nc(CS(=O)(=O)c2ccccn2)sc1C(=O)NNC(=O)c1ccc(Cl)cc1 | -1.1 | -4.8 | 2.9 | -4.9 | -0.1 | -0.7 | . |
| CN(C)CC/C=C1\c2cc(Cl)ccc2Sc2cc(F)c(F)cc21 | -20.5 | . | -5.7 | . | -7.2 | -6.2 | . |
| CC(OC(=O)/C=C/c1ccccc1)C(=O)Nc1ccc(C(N)=O)cc1 (configuration not stated) | -8.2 | -2.1 | 2.8 | -1.9 | -6.7 | -4.5 | 9.4 |
| COc1cccc(C(=O)Nc2ccc3c(c2)n(C)c(=O)n3C)c1 | -6.3 | -5.7 | -13.3 | -1.2 | -3.0 | 1.1 | -23.5 |
| Cc1ccc(/C=N/NC(=O)c2nnn(-c3nonc3N)c2CSc2ccc(Cl)cc2)cc1 | 18.0 | -3.0 | 6.4 | -24.8 | -2.9 | -1.2 | . |
| CN1CCCC(C)(C(=O)Nc2ccc(-n3cccc3)cc2)C1 (configuration not stated) | -0.8 | -2.8 | -2.4 | -3.1 | -4.6 | -1.6 | -2.8 |
| COc1ccc(/C=C2\SC(=S)N(CC(=O)OCC(=O)Nc3ccc([N+](=O)[O-])cc3OC)C2=O)cc1 | 7.6 | . | . | . | 4.0 | . | -2.4 |
| N/N=C1\CCCc2c1[nH]c1ccc([N+](=O)[O-])cc21 | -8.6 | . | 10.2 | . | -3.9 | -3.3 | -8.7 |
| O=C(NC1CCCCC1)c1ccc(S(=O)(=O)N2CCCC2)cc1 | . | 2.0 | 7.1 | -110.1 | . | . | -3.3 |
| Cc1cc(S(=O)(=O)N2CCC3(CC2)OCCO3)c(C)cc1Cl | -2.1 | -0.6 | -5.9 | 8.0 | -5.3 | -3.1 | 5.5 |
| CCCN1C(=O)COc2ccc(-c3n[nH]c(=O)c4ccccc34)cc21 | -0.7 | . | -2.8 | . | 1.5 | -2.0 | -52.6 |
| CC(=O)Nc1ccc(NC(=O)CSc2nc3ccccc3c(=O)n2CCCN2CCOCC2)cc1 | 0.6 | -11.0 | -6.0 | -5.9 | 0.9 | 0.5 | 2.0 |
| CCCCn1c(N)c(N(Cc2ccccc2)C(=O)COc2ccccc2F)c(=O)[nH]c1=O | -2.2 | . | 1.3 | . | 3.1 | -0.2 | -14.8 |
| CCn1c(=O)c(=O)n(CC)c2cc(S(=O)(=O)Nc3ccc(C)cc3)ccc21 | 1.3 | . | 11.5 | . | -0.8 | 0.2 | 1.2 |
| COCC(=O)Nc1ccc2c(c1)OC[C@H](C)N(CC1CC1)C[C@@H](C)[C@@H](OC)CN(C)C2=O | 7.2 | -1.2 | -0.8 | -17.3 | . | 20.2* | 5.0 |
| C[C@@H]1CN([C@@H](C)CO)S(=O)(=O)c2ccc(Br)cc2O[C@H]1CN(C)C(=O)Cc1cccnc1 | -5.6&1.2 | 3.9&1.2 | -4.1&7.7 | -4.7&-0.9 | 1.0&-1.4 | -4.3&-0.3 | -7.7&-4.5 |
| Cc1noc(C)c1S(=O)(=O)Nc1ccc2c(c1)C(=O)N([C@H](C)CO)C[C@H](C)[C@@H](CN(C)C(=O)Nc1ccc(C(F)(F)F)cc1)O2 | -2.9&5.7 | -1.0&-1.3 | -3.7 | 9.0 | -1.0&-3.4 | 7.8 | 5.3&-16.7 |
| CCNc1nc(N2CCOCC2)nc(N(c2ccccc2)c2ccccc2)n1 | . | -2.3 | -0.9 | -0.4 | . | . | . |
| Cc1ccc(S(=O)(=O)Nc2ccc3c(c2)CC(=O)N([C@@H](C)CO)C[C@H](C)[C@@H](CN(C)Cc2ccncc2)O3)cc1 | -40.1 | 0.8 | . | -13.0 | -0.7 | 3.1 | 4.3 |
| COc1ccccc1C(=O)C1CCCN(C(=O)CSc2ccccn2)C1 (configuration not stated) | -3.3 | . | 10.0 | . | -0.3 | -1.9 | 6.3 |
| O=C(CSc1ncn[nH]1)c1cccc([N+](=O)[O-])c1 | 2.6 | . | -5.0 | . | 0.2 | -2.6 | 6.6 |
| Cc1cccc(N2CCN(C(=O)CCCOc3ccccc3)CC2)c1C | . | 8.6 | 1.2 | -3.6 | . | . | . |
| C[C@@H]1CN([C@@H](C)CO)C(=O)c2cc(NC(=O)C3CCCCC3)ccc2O[C@@H]1CN(C)C(=O)Nc1ccc(C(F)(F)F)cc1 | -3.5 | 3.3 | 2.5 | -57.1 | 2.0 | 6.3 | -16.4 |
| CC(=O)Nc1ccc(N2C(=O)CC(Sc3nc(C)cc(C)n3)C2=O)cc1 (configuration not stated) | -2.6 | -3.0 | 9.5 | -9.1 | -0.3 | -3.2 | -2.1 |
| Cc1cn(CC(=O)NCc2ccc3c(c2)OCO3)c(=O)[nH]c1=O | -0.8 | -0.1 | -4.7 | -1.4 | -2.0 | -1.3 | -24.4 |
| Cc1ccc(OC(C)C(=O)Nc2ccc3c(c2)n(C)c(=O)n3C)cc1C (configuration not stated) | -0.5 | 3.0 | -1.0 | -28.1 | -0.4 | 1.2 | -4.2 |
| COc1ccc(NC(=S)N2CCN(C(c3ccccc3)c3ccccc3)CC2)c(OC)c1 | -7.3 | . | 15.8 | . | 1.2 | -4.5 | 32.2 |
| CCOc1ccc(N2C(=O)CC(Cc3ccccc3OC)C2=O)cc1 (configuration not stated) | 3.9 | -0.7 | -1.3 | -7.2 | -6.7 | -1.8 | -16.7 |
| N#Cc1ccccc1NC(=O)c1ccc2c(c1)OCCO2 | -2.2 | 44.9* | 0.4 | -1.7 | -1.1 | -3.7 | -13.4 |
| Cn1ccnc1SCC(=O)Nc1ccc(SC(F)F)cc1 | 9.8 | 82.1* | . | 18.1 | -0.3 | -4.2 | -49.8 |
| Cc1ccc(OCCCCN2CCCCC2)c(C)c1 | 0.7 | -4.7 | -4.8 | 0.3 | -5.2 | -3.1 | . |
| O=C(NC1CCCCC1)c1cc(S(=O)(=O)N2CCOCC2)ccc1Cl | -1.7 | -10.8 | -11.1 | -6.0 | 4.1 | -4.1 | 13.0 |
| O=C(CSc1nnc2scc(-c3ccccc3)n12)NCc1ccco1 | . | -6.3 | 4.4 | -2.2 | . | . | -1.0 |
| Cn1nc(-c2ccccc2)c(-c2nc(-c3ccc(Cl)cc3)no2)c1Cl | . | -3.1 | -1.1 | 0.7 | . | . | . |
| CCCS(=O)(=O)N1CCN=C1SCc1ccc(F)cc1 | 3.6 | -1.8 | 7.5 | 6.4 | 5.4 | -12.9 | -11.7 |
| O=C(Nc1cccnc1)c1ccc(Cl)cc1[N+](=O)[O-] | 2.3 | -3.9 | 4.7 | 4.8 | 3.2 | 0.7 | -9.9 |
| Cc1cccc(S(=O)(=O)N2CCCCN3[C@H](CO)[C@@H](c4ccc(-c5ccccc5)cc4)[C@@H]3C2)c1 | 3.4 | . | . | . | -0.6 | 15.6* | . |
| CC(C)CC#Cc1ccc2c(c1)O[C@@H](CN(C)C(=O)Cc1ccncc1)[C@H](C)CN([C@H](C)CO)S2(=O)=O | -3.5 | 4.3 | . | -11.0 | 0.7 | 3.8 | -4.1 |
| COC(=O)c1ccccc1NC(=O)/C=C/c1ccco1 | -1.5 | . | -3.1 | . | -0.4 | -1.3 | -0.7 |
| COc1cc(C(=O)NCC(=O)NC(C)c2ccc(-n3ccnc3)cc2)cc(OC)c1OC (configuration not stated) | -3.5 | -0.1 | 0.0 | -1.0 | 0.7 | -1.9 | 12.1 |
| CC(=O)C1=C(Nc2ccccc2)CC(C)(O)C(C(C)=O)C1c1ccccc1 (configuration not stated) | -1.8 | 14.4 | 3.8 | 6.2 | 1.2 | 1.8 | 6.8 |
| COc1cnc(-c2ccccc2)nc1Oc1ccc(Cl)cc1C | 0.4 | . | -6.9 | . | -0.7 | -3.2 | -19.2 |
| CC1=NN(C(=O)c2csc(C)c2)C(O)(C(F)(F)F)C1 (configuration not stated) | . | 3.3 | . | 11.0 | . | . | -1.4 |
| COc1ccc(N=C2SC(C(=O)Nc3ccc(F)cc3)CC(=O)N2C)cc1 (configuration not stated) | -4.7 | . | . | . | 2.4 | 3.1 | -0.5 |
| CC(C)NC(=O)OCc1c(COC(=O)NC(C)C)c([N+](=O)[O-])n2c1CCC2 | -5.2 | . | 8.3 | . | 1.3 | . | 2.4 |
| CN1CCN(C(=O)CCCOc2cc(=O)n(C)c3ccccc23)CC1 | . | 1.9 | 0.1 | 23.8 | . | . | . |
| COc1ccc(CN2C(=O)N(c3ccc(OC)cc3)C(=O)C2CC(=O)Nc2ccccc2)cc1 (configuration not stated) | -0.6 | -0.8 | -2.0 | -4.8 | 0.9 | -10.4 | -14.9 |
| Cc1ccccc1-n1nc(C)c2cc(C(=O)N3CCN(S(=O)(=O)c4ccccc4)CC3)sc21 | . | -5.6 | -0.8 | 5.6 | . | . | -2.5 |
| COc1ccccc1Nc1nc(Cl)nc(Nc2ccccc2OC)n1 | -5.9 | . | 1.6 | . | -0.8 | -2.6 | -8.5 |

SIRT5 inh: what is marked active above
Structure	S100A4 inh HTS	esBAF inh	CASP6 VEID inh	SIRT5 inh	LGR2 antag
COCC(=O)Nc1ccc2c(c1)OC[C@H](C)N(CC1CC1)C[C@@H](C)[C@@H](OC)CN(C)C2=O	7.2	-1.2	.	20.2*	5.0
Cc1cccc(S(=O)(=O)N2CCCCN3[C@H](CO)[C@@H](c4ccc(-c5ccccc5)cc4)[C@@H]3C2)c1	3.4	.	-0.6	15.6*	.

Next section.
| SMILES | S100A4 inh HTS | esBAF inh | FN deposition inh | Statin myotox sup | CASP6 VEID inh | SIRT5 inh | LGR2 antag |
| --- | --- | --- | --- | --- | --- | --- | --- |
| CN(C(=O)c1ccccc1OC1CCN(S(C)(=O)=O)CC1)C1CCOC1 (configuration not stated) | -7.1 | . | . | . | 1.5 | -0.4 | 1.2 |
| CN(C)S(=O)(=O)N(CC(=O)NCCSCc1ccccc1)c1ccccc1 | 0.6 | . | -24.1 | . | 6.5 | 1.9 | 27.6 |
| C[C@@H](C[C@@H](O)[C@H](O)C(C)(C)O)[C@@H]1CC[C@]2(C)C3=CC[C@H]4C(C)(C)C(=O)CC[C@]4(C)[C@H]3CC[C@@]12C | -3.5 | -8.4 | -4.8 | -5.2 | -0.9 | . | 0.0 |
| CC(OC(=O)CNC(=O)C12CC3CC(CC(C3)C1)C2)C(=O)Nc1ccc(S(N)(=O)=O)cc1 (configuration not stated) | -0.9 | -3.8 | . | -2.5 | 8.7 | -3.5 | 12.2 |
| CCN(C[C@H]1N[C@@](Cc2ccccc2)(C(=O)OC)[C@H]2C(=O)N(Cc3ccccc3)C(=O)[C@@H]12)S(=O)(=O)c1ccc(C(F)(F)F)cc1 | 3.7 | -6.0 | 0.4 | -22.9 | -5.7 | -8.9 | -15.7 |
| COc1ccc2c3c(n(C)c2c1)[C@H](CO)N(C(=O)c1ccc(F)cc1)CC31CCN(C(=O)Nc2ccc(F)cc2)CC1 | -5.6 | . | . | . | 0.5 | 4.8 | -0.9 |
| CN(C)/C=C1\N=C(c2ccccc2)OC1=O | 8.3 | 21.6 | . | 9.6 | -0.3 | 2.1 | -2.4 |
| C[C@H](CO)N1C[C@H](C)[C@H](CN(C)S(=O)(=O)c2ccc(Cl)cc2)OCCCC[C@H](C)Oc2ccc(NC(=O)Cc3ccccc3)cc2C1=O | 9.0 | 0.0 | . | . | -0.2 | 10.7 | -2.8 |
| C=CCn1c(SCC(=O)Nc2cc(C)on2)nnc1-c1ccccc1OC | -5.1 | 1.2 | -2.0 | -2.4 | -3.6 | 0.6 | -8.2 |
| O=C(C[C@H]1C=C[C@H](NS(=O)(=O)c2ccccc2)[C@@H](CO)O1)N1CCN(c2ccccc2)CC1 | -6.7 | . | . | . | 0.4 | 1.2 | 7.1 |

An excerpt; count on the stated rates, not on these rows.
